NIH3T3 tox – Cytotoxic Profiling in NIH 3T3 Cell Line of Diverse Libraries Using Quantitative High-Throughput Screening; NIH 3T3 viability, CellTiter-Glo ATP luminescence, 48-72 h; Potency, µM (series often up to 96.7 µM), inactives show top-dose activity change, negative = cytotoxicity, usual class: inhibitors; hit rate 4.3% among 94,000; AID 1345082, 2018; note: potency is the fitted concentration of half-maximal effect; nearly all actives have a fitted effect of over 55% in size
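ATP-dependent luminescence (CellTiter-Glo) served as the viability signal for NIH 3T3 cells treated with compound for 48 or 72 hr at 37 °C.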
GPT2 inhibitor – Primary qHTS assay for inhibitors of Glutamate pyruvate transaminase 2 (GPT2); Alanine aminotransferase 2 (Homo sapiens), Q8TD30; Recombinant GPT2, coupled pyruvate oxidase/HRP Amplex Red fluorescence; Potency, µM (series often up to 57.7 µM), inactives show at the highest dose activity change, negative = inhibition, hits mostly inhibitors; hit rate 0.25% among 100,000; note: potency is the fitted concentration of half-maximal effect; nearly all actives have a fitted effect of over 60% in size; many of its hits are not listed in these tables
Target sequence (Q8TD30 whole entry, looked up): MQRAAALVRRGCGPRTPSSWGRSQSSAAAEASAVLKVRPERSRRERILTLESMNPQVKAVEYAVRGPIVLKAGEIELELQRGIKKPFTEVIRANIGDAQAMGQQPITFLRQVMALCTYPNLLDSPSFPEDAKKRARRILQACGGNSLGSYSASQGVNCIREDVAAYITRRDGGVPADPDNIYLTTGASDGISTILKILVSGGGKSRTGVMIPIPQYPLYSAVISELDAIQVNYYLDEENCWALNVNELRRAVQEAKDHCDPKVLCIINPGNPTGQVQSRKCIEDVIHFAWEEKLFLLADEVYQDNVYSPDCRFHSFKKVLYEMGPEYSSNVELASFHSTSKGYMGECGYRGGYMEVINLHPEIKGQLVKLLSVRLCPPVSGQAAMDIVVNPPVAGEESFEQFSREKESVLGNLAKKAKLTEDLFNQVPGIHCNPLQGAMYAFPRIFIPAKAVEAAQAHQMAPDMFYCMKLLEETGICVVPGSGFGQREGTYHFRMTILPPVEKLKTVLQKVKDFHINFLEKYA
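Inhibition is scored from Amplex Red fluorescence generated when pyruvate oxidase and HRP act on pyruvate released by GPT2. Reactions contain 10ng/uL enzyme, 250uM a-KG and 2mM L-alanine and run 30 min at room temperature.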
HEK cytotox – Cytotoxic Profiling in HEK 293 Cell Line of Diverse Libraries Using Quantitative High-Throughput Screening | HEK 293 viability, ATP luminescence (CellTiter-Glo), 48-72 h | Potency, µM (titrated, usually from 115 µM), without a hit: at the highest dose activity change, negative = cytotoxicity, actives largely listed as inhibitors | hit rate 6.6% among 94,000 | AID 1345083, 2018; note: potency is the fitted concentration of half-maximal effect; nearly all actives have a fitted effect of over 60% in size
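Luminescence from cellular ATP, measured with CellTiter-Glo, indicates HEK 293 viability. Cells plated at 250 cells/well are treated with compound for 48 or 72 hr at 37 degree Celsius before reagent addition.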
IP6K1 inh – Primary qHTS assay for small molecule inhibitors of Inositol hexaphosphate kinase 1 (IP6K1); Inositol hexakisphosphate kinase 1 (Homo sapiens), Q92551; AID 1645851, 2021; hit rate 0.81% among 140,000; IP6K1 kinase, ADP-Glo luminescence, 2 h; active compounds read low; activity change, % (series mostly up to about 58 µM); in the data active = activity change below about -25%
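ADP-Glo luminescence measures ADP made by human IP6K1 during a 2 h RT reaction with ATP/IP6 (mix at 1.3 mM/130 uM); top library doses 57.5 and 19.1 uM final.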
FLuc inh – Firefly luciferase inhibition profiling of diverse chemical library using quantitative high-throughput screening | Luciferin 4-monooxygenase (Photinus pyralis), P08659 | purified P. pyralis luciferase, luminescence, biochemical | Potency, µM (highest dose often 115 µM), without a hit: at the highest dose activity change, negative = inhibition, hits mostly inhibitors | hit rate 2.5% among 76,000 | AID 1347043, 2019; note: potency is the fitted concentration of half-maximal effect; nearly all actives have a fitted effect of over 65% in size
Target sequence (P08659 whole entry, looked up): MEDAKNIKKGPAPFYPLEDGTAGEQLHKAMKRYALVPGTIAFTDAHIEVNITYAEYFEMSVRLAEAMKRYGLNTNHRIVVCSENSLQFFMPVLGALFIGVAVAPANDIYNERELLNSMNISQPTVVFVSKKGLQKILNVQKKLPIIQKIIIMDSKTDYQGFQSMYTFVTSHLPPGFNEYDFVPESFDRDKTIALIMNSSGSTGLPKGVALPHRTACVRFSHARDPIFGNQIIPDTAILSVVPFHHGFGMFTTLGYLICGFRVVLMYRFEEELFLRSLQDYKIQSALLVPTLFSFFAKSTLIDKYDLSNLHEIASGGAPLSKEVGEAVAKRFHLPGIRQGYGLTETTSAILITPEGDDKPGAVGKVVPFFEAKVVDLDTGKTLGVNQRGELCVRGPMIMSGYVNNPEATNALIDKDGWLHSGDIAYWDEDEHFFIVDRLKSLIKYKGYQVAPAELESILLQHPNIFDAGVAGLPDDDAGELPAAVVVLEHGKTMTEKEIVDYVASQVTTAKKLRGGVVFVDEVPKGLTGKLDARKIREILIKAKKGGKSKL
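FLuc 10nM, D-luciferin 10uM, ATP 10uM, Mg acetate 10mM, Tris acetate pH 7.5, Tween/BSA; cpd qHTS; enzyme added last; CCD luminescence.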
SNCA viab count – GF-AFC viability counterscreen for inhibitors of alpha-synuclein gene (SNCA) expression. HEK-293-SNCA-luc viability, GF-AFC fluorescence, 24 h. Potency, µM (titrated, usually from 57.1 µM), without a hit: at the highest dose activity change, negative = cytotoxicity, usual class: cytotoxic. hit rate 0.12% among 150,000;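 note: potency is the fitted concentration of half-maximal effect; 0% = DMSO-treated cells and -100% = medium-only wells without cells; nearly all actives have a fitted effect of over 30% in size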
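Cytotoxicity counterscreen: after 24 h compound treatment of genome-edited SNCA-luciferase HEK-293 cells, live-cell protease substrate GF-AFC read by fluorescence after 30 min; activity scaled between DMSO (0%) and medium-only (-100%), curves Hill-fitted.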
SNCA expr inhib – Primary qHTS assay for inhibitors of alpha-synuclein gene (SNCA) expression; hit rate 0.17% among 140,000; AID 1671194, 2021; HEK-293 SNCA-luciferase knock-in, luminescence, 24 h; Potency, µM (top dose mostly 57.2 µM), without a hit: top-dose activity change, negative = inhibition, hits mostly inhibitors;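 note: potency is the fitted concentration of half-maximal effect; plate controls were DMSO cells for no effect and cell-free wells for full effect; nearly all actives have a fitted effect of over 45% in size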
Numbers without * were called inactive; i = inactive; ? = inconclusive; nt = no result given; & = joins results of further samples; [ ] = another dose, or the depositor's remark. Unless noted, calls come from the whole dose curve; as a rule, active = well fitted curve in the direction sought with a large enough effect; inconclusive = small, poorly fitted or top-dose-only effect, or another doubt; inactive = no such curve, though single readings can be large; an effect the other way counts as inactive or inconclusive. Unless noted, % is set by controls: 0 for no effect and ±100 for the full control effect.

Compound	NIH3T3 tox	GPT2 inhibitor	HEK cytotox	IP6K1 inh	FLuc inh	SNCA viab count	SNCA expr inhib
Cc1noc(C)c1S(=O)(=O)N1[C@H]2CC[C@@H]1c1cnc(-c3ccc(F)cc3)nc1C2	?	i	45µM*	8	-1%	3%	-26%
ClC1=C(Cl)[C@]2(Cl)[C@@H]3[C@@H]4C[C@@H]([C@H]5O[C@@H]45)[C@@H]3[C@@]1(Cl)C2(Cl)Cl	nt	?	nt	16	nt	23%	-8%
COc1ccccc1CNC(=O)[C@H]1CN2CC[C@H]1C[C@@H]2Cn1cc(C2(O)CCCC2)nn1	2%	1%	-2%	12	-3%	-1%	-10%
Cc1nnc(NC(=O)c2cccn(Cc3cccc([N+](=O)[O-])c3)c2=O)s1	nt	nt	nt	-15	nt	4%	22%
CC(O)CN1CCN(CC(=O)[O-])CCN(CC(=O)[O-])CCN(CC(=O)[O-])CC1.[Gd+3] (configuration not stated)	nt	i	nt	-13	nt	-1%[23.9 µM]	61%[25.6 µM]
Cc1nc(-c2cccs2)cc([C@H]2CN3CC[C@H]2C[C@@H]3CNC(=O)C(C)(C)C)n1	?	-21%[88.5 µM]	?	23	-11%[172 µM]	8%[87.6 µM]	-27%[87.6 µM]
COCCNC(=O)[C@H]1CN2CC[C@H]1C[C@@H]2Cn1cc(-c2ccc(C(C)(C)C)cc2)nn1	?	?	0%[172 µM]	13	-10%[172 µM]	0%[87.6 µM]	-3%[87.6 µM]
Cc1nc(-c2ccc(C(F)(F)F)cc2)cc([C@H]2CN3CC[C@H]2C[C@@H]3CNC(=O)N2CCOCC2)n1	?	-12%	?	8	-8%	6%	-15%
O=C(O)C1CN(Cc2ccoc2)CCN(C(=O)Cc2ccccc2)C1 (configuration not stated)	-13%	i	-4%	9	0%	-1%	0%
CN1Cc2ccccc2-n2ccnc2C12CCN(C(=O)Cc1cccs1)CC2	-25%	5%	-17%	8	13%	-5%	-31%
O=C1NC2(Cc3ccccc31)CN(C1COC1)C2	i	-4%[88.5 µM]	i	-6	nt	0%[87.6 µM]	?
CC[C@H]1CN2CC[C@H]1C[C@@H]2CNS(=O)(=O)c1ccc(NC(C)=O)cc1	-3%[174 µM]	3%[88.5 µM]	1%[172 µM]	-6	3%[172 µM]	-3%[87.6 µM]	8%[87.6 µM]
c1cncc(C2=NOC3(CCCN(Cc4ccsc4)C3)C2)c1 (configuration not stated)	-11%	i	-1%	-4	nt	1%	-11%
COc1ccc2c3c([nH]c2c1)C(C=C(C)C)N1C(=O)C2CCCN2C(=O)C1C3 (configuration not stated)	nt	i	nt	5	nt	-3%	nt
O=C(Nc1ccc(F)c([N+](=O)[O-])c1)c1cccn(Cc2ccccc2)c1=O	nt	nt	nt	-10	nt	23%	24%
Cn1cc(CN2CCN(C(=O)COc3ccc(F)cc3)CC2)ccc1=O	-13%	i	?	3	1%	-1%	-3%
N#Cc1cc2c(nc1SCC(=O)Nc1ccc(Cl)c(C(F)(F)F)c1)C1CCN2CC1	nt	nt	nt	14	nt	8%	-12%
COc1cc2c(cc1CCc1ccccc1)N([S+](=O)([O-])c1ccc3c(c1)CCO3)CC21CCN(C(C)=O)CC1	25µM*	-11%	?	-4	-3%	-9%	?
C[C@]12COC(=O)C[C@@H]1CC[C@@H]1[C@H]2CC[C@@]2(C)[C@H]1CC[C@]2(C)O	nt	-1%	nt	nt	nt	4%	21%
C#C[C@H]1CN2CC[C@H]1C[C@@H]2CNCc1ccc(C(C)C)cc1	-26%[174 µM]	-11%[88.5 µM]	?	9	0%[172 µM]	1%[87.6 µM]	1%[87.6 µM]
C[C@]12CC[C@H]3[C@@H](CCC4=CC(=O)CC[C@@]43C)[C@@H]1CC[C@@H]2C(=O)O	nt	-2%	nt	24	nt	-3%[23.9 µM]	-47%[25.6 µM]
CN(C)[C@@H]1CN(C(=O)Cc2cccnc2)CCC1(O)c1ccccc1 (some centres not stated)	i	i	-2%	30	9%	4%	7%
Cc1ccc2c(=O)n(-c3cccc(Cl)c3)c(=O)[nH]c2c1	nt	nt	nt	5	nt	?	-2%
N[C@@H](Cc1ccc(Oc2cc(I)c(O)c(I)c2)c(I)c1)C(=O)O	nt	2%	nt	-54*	nt	21%[23.9 µM]	15%[25.6 µM]
CCOC(=O)[C@H]1CN(C(=O)Nc2cccc(C#N)c2)[C@]2(C)C(=O)N(C)c3ccccc3[C@H]12	?	-8%[27.3 µM]	?	10	nt	-1%[23.9 µM]	6%[25.6 µM]

Some of the entries above, set out differently.
C[C@]12CC[C@H]3[C@@H](CCC4=CC(=O)CC[C@@]43C)[C@@H]1CC[C@@H]2C(=O)O
  NIH3T3 tox: nt	GPT2 inhibitor: -2%	HEK cytotox: nt	IP6K1 inh: 24	FLuc inh: nt	SNCA viab count: -3%[23.9 µM]	SNCA expr inhib: -47%[25.6 µM]

CN(C)[C@@H]1CN(C(=O)Cc2cccnc2)CCC1(O)c1ccccc1 (some centres not stated)
  NIH3T3 tox: i	GPT2 inhibitor: i	HEK cytotox: -2%	IP6K1 inh: 30	FLuc inh: 9%	SNCA viab count: 4%	SNCA expr inhib: 7%

Cc1ccc2c(=O)n(-c3cccc(Cl)c3)c(=O)[nH]c2c1
  NIH3T3 tox: nt	GPT2 inhibitor: nt	HEK cytotox: nt	IP6K1 inh: 5	FLuc inh: nt	SNCA viab count: ?	SNCA expr inhib: -2%

N[C@@H](Cc1ccc(Oc2cc(I)c(O)c(I)c2)c(I)c1)C(=O)O
  NIH3T3 tox: nt	GPT2 inhibitor: 2%	HEK cytotox: nt	IP6K1 inh: -54*	FLuc inh: nt	SNCA viab count: 21%[23.9 µM]	SNCA expr inhib: 15%[25.6 µM]

Next section.
Compound	NIH3T3 tox	GPT2 inhibitor	HEK cytotox	IP6K1 inh	FLuc inh	SNCA viab count	SNCA expr inhib
Cc1o[nH]c(=O)c1CC(N)C(=O)O (configuration not stated)	nt	3%	nt	nt	nt	-5%	-1%
CCOC(=O)[C@H]1CN(C(=O)CCc2ccccc2)[C@]2(C)C(=O)N(CCOC)c3ccccc3[C@H]12	-18%[46.1 µM]	5%[27.3 µM]	?	16	nt	-3%[23.9 µM]	-10%[25.6 µM]
CC(C)(C)CN1CCC2(COc3ccncc3S(=O)(=O)N2)C1 (configuration not stated)	i	0%	i	25	nt	2%	-20%
CO[C@@H]1[C@H](O)[C@@H](O[C@@H]2C[C@H]3CC[C@@H]4C(CC[C@]5(C)[C@@H](C6=CC(=O)OC6)CC[C@]45O)[C@@]3(C)[C@H](O)C2)O[C@H](C)[C@@H]1O[C@@H]1O[C@H](CO)[C@@H](O)[C@H](O)[C@H]1O (some centres not stated)	nt	i	nt	16	nt	-20%[23.9 µM]	nt
O=C(c1ccoc1)N1CCC2(CC1)NCc1ccccc1-n1ccnc12	-8%	3%	-1%	15	-13%	6%	13%
CC(C)c1ccc(OCC(=O)N2CCN(CCc3ccncc3)CC2)cc1	nt	nt	nt	13	nt	5%	154%[activator]
Cc1nc(-c2ccccc2Br)cc([C@H]2CN3CC[C@H]2C[C@@H]3CNC(=O)Nc2cccc(C#N)c2)n1	28µM*	-10%	22µM*	0	4%	?	-3%
Cc1sc2c(c1C)C(c1ccc(Cl)cc1)=NC(CC(=O)Nc1ccc(O)cc1)c1nnc(C)n1-2 (configuration not stated)	nt	i	nt	1	nt	-20%	nt
CCOC(=O)[C@H]1CN(C(=O)OCC(C)(C)C)[C@]2(C)C(=O)N(C)c3ccccc3[C@H]12	?	?	-26%[57.5 µM]	1	nt	-15%[23.9 µM]	-14%[25.6 µM]
Cn1nc(C2CCNCC2)n(C2CCCC2)c1=O	i	i	i	-4	-6%	?	1%
CN(C)C(=O)[C@H]1CN2CCC1C[C@@H]2Cn1cc(-c2ccc(-c3ccccc3)cc2)nn1 (some centres not stated)	-20%[174 µM]	-10%[88.5 µM]	-17%[172 µM]	3	-23%[172 µM]	8%[87.6 µM]	?
C=CCNC(=O)NC[C@H]1C[C@@H]2CCN1C[C@@H]2c1cc(C(CC)CC)nc(-c2ccncc2)n1	?	1%	?	-8	3%	3%	3%
FC(F)(F)CN1C2CCC1CN(c1nccc(Cl)n1)C2	-7%	i	-12%	-3	nt	-4%	19%
O=C(CC1CCCC1)N1[C@H]2CC[C@@H]1c1cnc(-c3ccc(F)cc3)nc1C2	-24%	3%	?	9	0%	-1%	4%
Cc1cc(NCCc2c[nH]c(=O)[nH]c2=O)n2nccc2n1	-15%	-8%	-1%	19	11%	1%	-7%
COc1ccccc1CC(=O)N1CCC2(CC1)c1nccn1-c1ccccc1CN2C	i	1%	7%	15	9%	8%	-11%
Cn1nc(-c2ccc(F)cc2)cc1[C@H]1CN2CC[C@H]1C[C@@H]2CNC(=O)Nc1cccc(C#N)c1	-1%	1%	-21%	3	0%	-1%	20%
C=CCN(C)C(=O)[C@H]1CN2CCC1C[C@@H]2Cn1cc(CCO)nn1 (some centres not stated)	-33%[174 µM]	i	-13%[172 µM]	-7	-9%[172 µM]	1%[87.6 µM]	-2%[87.6 µM]
Cc1cc(O)ccc1Cl	nt	i	nt	4	nt	-22%[23.9 µM]	6%[25.6 µM]
C=CC[C@]1(O)CC[C@H]2[C@@H]3CCC4=CC(=O)CCC4=C3C=C[C@@]21C	nt	i	nt	-45*	nt	-9%[23.9 µM]	-27%[25.6 µM]
Cc1ccc(-n2c(/C=C/c3cccs3)nc3ccccc3c2=O)cc1C	nt	nt	nt	-13	nt	?	?
Cc1nnc2n1-c1sc(CCC(=O)N3CCOCC3)cc1C(c1ccccc1Cl)=NC2	nt	-4%	nt	21	nt	-2%[23.9 µM]	-20%[25.6 µM]
O=c1[nH]c2cc(Cl)ccc2n1C1CCNCC1	nt	3%	nt	8	nt	2%[23.9 µM]	-33%[25.6 µM]
O=S(=O)(c1ccccc1)N1[C@H]2CC[C@@H]1c1cncnc1C2	i	-9%	i	6	-2%	24%	32%[activator]
COc1cccc(N2CC3CCC(C2)N3CC(F)(F)F)n1	-6%	i	-2%	5	nt	-6%	-3%
CNC(=O)c1ccc(N2C(=S)N(c3ccc(C#N)c(C(F)(F)F)c3)C(=O)C23CCC3)cc1F	nt	4%&-17%	nt	11	nt	?	-2%

Only part of the results is shown; count on the stated rates, not on these rows.
